Assay outcomes (PubChem)
RTF Ca sens act – cardiac RTF calcium sensitivity activators, primary screen, biochemical, IANBD-TnC fluorescence, EC20 calcium; Troponin I, cardiac muscle (Homo sapiens) + Troponin T, cardiac muscle (Homo sapiens) + …; IANBD-labeled TnC RTF fluorescence at EC20 calcium; 0% EC20 calcium, 100% full calcium; activation, % at 7.2 µM; 340,000 compounds, 0.24% hits;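 active = activation above the mean over all tested compounds plus 3 SD, cut at about 30% in these data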;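 also: rise in fluorescence read as greater calcium sensitivity of cardiac thin filaments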
V-ATPase pH – regulators of yeast V-ATPase proton pumping, primary screen, pHLuorin cytosolic pH fluorescence; S. cerevisiae; response, % at 10 µM; 350,000 compounds, 0.37% hits; AID 504577, 2011; in the data active = response mostly above about 7.3%, no sharp cut-off; inactive = mostly below about 5.4%; also: actives read high; inactives centre near 0; some compounds called inactive have numbers as strong as hits; reference of the scale not given here
OPRM1-OPRD1 ag – agonists of OPRM1-OPRD1 heterodimerization, primary screen, cell-based, luminescence. cells. activation, % at 9.3 µM. AID 504326, 2011. 340,000 compounds, 0.3% hits; in the data active = activation above about 18%;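 also: 0% = vehicle-treated cells and 100% = reference agonist; values of inactives mirror those of a sister screen read the other way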
Pemphigus Ab inh – inhibitors of pemphigus antibody binding to DSG3, primary screen, biochemical, bead-based, flow cytometry, scFv-GFP. Desmoglein-3 (Homo sapiens), P32926. binding (percent of control), % at 10 µM. 310,000 compounds, 0.48% hits. DSG3-coupled beads, scFv-anti-DSG3-GFP binding; stronger effect = lower value;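 active = binding more than 3 SD below its plate's average and above zero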; also: some compounds called inactive have numbers as strong as hits
Target sequence (P32926 whole entry, looked up): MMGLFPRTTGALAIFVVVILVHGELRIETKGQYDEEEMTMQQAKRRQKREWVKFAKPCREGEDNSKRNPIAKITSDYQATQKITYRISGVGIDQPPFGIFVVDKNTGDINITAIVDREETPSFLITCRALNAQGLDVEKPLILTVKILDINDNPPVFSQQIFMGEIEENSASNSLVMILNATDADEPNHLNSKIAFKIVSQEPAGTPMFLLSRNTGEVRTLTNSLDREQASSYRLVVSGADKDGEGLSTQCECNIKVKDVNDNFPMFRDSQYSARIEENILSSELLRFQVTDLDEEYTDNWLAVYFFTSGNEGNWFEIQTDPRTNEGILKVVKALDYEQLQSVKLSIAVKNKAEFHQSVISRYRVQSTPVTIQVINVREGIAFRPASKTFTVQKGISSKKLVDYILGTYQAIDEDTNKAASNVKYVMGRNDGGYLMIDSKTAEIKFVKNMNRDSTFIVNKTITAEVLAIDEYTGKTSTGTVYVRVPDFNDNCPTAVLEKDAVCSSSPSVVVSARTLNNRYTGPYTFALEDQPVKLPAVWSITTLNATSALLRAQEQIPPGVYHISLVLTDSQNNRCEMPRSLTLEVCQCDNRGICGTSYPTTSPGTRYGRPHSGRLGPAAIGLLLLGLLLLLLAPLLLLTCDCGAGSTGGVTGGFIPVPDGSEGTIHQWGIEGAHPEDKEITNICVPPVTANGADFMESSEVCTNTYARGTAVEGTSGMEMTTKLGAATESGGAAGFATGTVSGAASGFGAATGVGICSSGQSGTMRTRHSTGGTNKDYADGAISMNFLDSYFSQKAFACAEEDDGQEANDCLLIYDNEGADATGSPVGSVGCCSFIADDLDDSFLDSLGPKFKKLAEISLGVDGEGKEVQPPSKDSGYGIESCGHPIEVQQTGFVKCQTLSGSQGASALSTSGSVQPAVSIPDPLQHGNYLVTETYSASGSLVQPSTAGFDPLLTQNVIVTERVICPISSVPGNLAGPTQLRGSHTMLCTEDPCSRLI
Arr AP2 block – inhibitors of beta-arrestin/AP2 binding, primary screen, biochemical, GPCR trafficking, flow cytometry; beta-arrestin 1 C-terminal peptide binding to AP2 beta2-adaptin appendage (human); FITC-arrestin peptide / GST-AP2 beads; AP2 beta2 appendage carries R879A mutation; inhibition, % at 10 µM; 340,000 compounds, 0.31% hits;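 active = inhibition above a set limit, near 3 SD of compounds lacking own fluorescence, cut at about 54% in these data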;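 also: plate controls were DMSO wells for no effect and 5 µM unlabelled arrestin peptide for full effect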
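system = GST-tagged AP2 beta2-adaptin appendage (R879A) on 4 µm glutathione beads | reagent = FITC-labelled arrestin peptide probe, 50 nM final | schedule = compound with beads 12 min RT, then probe 1 h RT | signal = HyperCyt-sampled flow cytometry, FL1 channel, ex 488/em 535 nm | read-out = percent response from loss of bead-bound FITC fluorescence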
Wnt bcat act – Wnt/beta-catenin pathway activators, primary screen, cell-based, plate reader, single point | Wnt/beta-catenin reporter cell assay, activator | activation, % at 9.35 µM | 300,000 compounds, 1.2% hits; in the data active = activation above about 30%, passing the limit was not always enough;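 also: 0% = neutral control wells and 100% = positive control wells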
C-LANA FP – inhibitors of KSHV C-LANA binding to DNA, primary screen, biochemical, fluorescence polarization, FAM-LBS DNA, MBP-C-LANA, single point. Kaposi's sarcoma herpesvirus LANA C-terminal domain (residues 932-1162) DNA binding. inhibition, % at 9 µM. 340,000 compounds, 0.078% hits. AID 504423, 2011;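 active = highest replicate inhibition at or above 60% at 9 µM, even if other replicates fall short; inactive = all replicates below 60% inhibition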;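 also: 0% = neutral control wells and 100% = 4 µM acridine orange control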
Cardiac RTF inh – cardiac RTF calcium sensitivity inhibitors, primary screen, biochemical, IANBD-TnC fluorescence, EC70 calcium | IANBD-labeled cardiac RTF, Ca2+ fluorescence | Troponin I, cardiac muscle (Homo sapiens) + Troponin T, cardiac muscle (Homo sapiens) + … | 340,000 compounds, 0.12% hits | inhibition, % at 7.15 µM | AID 493244, 2011;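 active = inhibition above the mean inhibition of all tested compounds plus 3 SD, cut at about 17% in these data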;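 also: assay run at fixed EC70 calcium of 1.6 mM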
Keap1-Nrf2 PPI – Keap1-Nrf2 protein-protein interaction inhibitors, primary screen, biochemical, fluorescence polarization, single point; Kelch-like ECH-associated protein 1 (Homo sapiens), Q14145; Keap1 Kelch-Nrf2 peptide fluorescence polarization, 1536-well; inhibition, % at 9.4 µM; 340,000 compounds, 0.15% hits; in the data active = inhibition above about 12%;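 also: human Keap1 Kelch domain with fluorescein labeled Nrf2 9mer peptide probe; 0% = neutral control wells and 100% = peptide positive control; higher means more block of Keap1 binding to Nrf2 peptide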
MOR-DOR inv ag – inverse agonists of MOR-DOR heterodimerization, primary screen, cell-based, luminescence; Mu-type opioid receptor (Homo sapiens) + Delta-type opioid receptor (Homo sapiens), …; cell-based MOR-DOR heterodimer luminescence, inverse agonism; inhibition, % at 9.3 µM; 340,000 compounds, 0.21% hits; AID 504357, 2011; in the data active = inhibition above about 22%, passing the limit was not always enough;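 also: 0% = cells with DMSO and 100% = wells without cells with DMSO; values of inactives mirror those of a sister screen read the other way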
Numbers without * were called inactive; / = no result given. This is a random part of the collection; overall some 3.1% were active at least once.

SMILES	RTF Ca sens act	V-ATPase pH	OPRM1-OPRD1 ag	Pemphigus Ab inh	Arr AP2 block	Wnt bcat act	C-LANA FP	Cardiac RTF inh	Keap1-Nrf2 PPI	MOR-DOR inv ag
O=C(/C=C/c1ccccc1Cl)OCC(=O)c1ccc[nH]1	-1	-1	-0.9	99	1	9	0.8	5	-1	4
CCOc1cc(C2C3=C(CCCC3=O)N(CCC(=O)O)C3=C2C(=O)CCC3)ccc1OS(=O)(=O)c1ccc(C)cc1	10	1	-1.1	106	10	-3	1.5	-7	1	6
COc1cc(Cn2nnc3ccccc32)cc(Br)c1O	2	1	-3.3	99	15	-1	0.1	-2	1	15
Cc1ccc(/C=N/NC(=O)C[n+]2ccccc2)s1	0	3	-3.0	/	5	0	3.6	3	-1	15
Cc1nnc(SCC(=O)N2CC(=O)Nc3ccccc32)n1C	2	-1	-2.2	111	10	/	0.4	-12	-3	11
CCOC(=O)C1=C(C)N(CCCC(=O)O)C(=O)NC1c1ccccc1OS(=O)(=O)c1ccc(C)cc1 (centres undefined)	4	-3	62*	103	-2	/	3.5	-6	-2	-340
Nc1nc2c(s1)C(=O)CCC2	7	1	-1.5	106	7	/	0.3	-4	-4	9
CCOc1ccc(N(CC(=O)NCc2ccc(OC)cc2)S(=O)(=O)c2c(C)[nH]c(=O)[nH]c2=O)cc1	-3	-1	-1.1	99	3	-2	-0.3	4	6	6
OC[C@@H]1CCCN1Cc1nc(-c2cccs2)no1	-2	1	-1.0	108	-1	/	-0.5	-2	-6	7
CCc1ccc(OCC(O)Cn2c(N3CCCCC3)nc3c2c(=O)[nH]c(=O)n3C)cc1 (centres undefined)	5	-6	2.6	101	-12	-1	0.1	-11	-4	-13
O=C(NCCCN1CCCCCC1)c1ccc(N2CCCC2=O)cc1	3	1	-1.9	112	2	/	-2.3	-3	-3	11
CCCc1nc2ccc(N)cc2c(=O)n1Cc1ccccc1Cl	-1	-3	-3.2	100	-1	1	-0.8	1	2	15
Cc1cc(Cl)c2oc(C(=O)N(C)CCc3cnn(C)c3)c(C)c2c1	1	2	-0.6	/	-14	-1	-0.8	5	0	3
O=C(C1CCCCC1)N(Cc1ccccc1)c1ccccn1	-4	-3	-2.3	109	23	-5	1.6	8	2	14
COC(=O)c1[nH]c2cc(OC)ccc2c1NC(=O)c1nonc1C	3	0	-2.9	99	6	/	-0.6	-1	1	14
Cc1nc2ccccc2c(=O)n1/N=C/c1ccccc1O	4	3	-4.6	85	-4	30	0.2	1	4	23
Cc1nn(-c2ccccc2)c2c1C(c1ccncc1)C(C#N)=C(N)O2 (centres undefined)	-2	7	-1.9	89	-2	/	2.5	-4	-5	10
CC(=O)N1CCN(c2ccc(NCc3cccs3)cc2)CC1	-1	-2	2.1	99	15	-3	-0.5	1	0	-13
O=C(CCN1C(=O)/C(=C/c2ccccc2F)SC1=S)N[C@@H](CO)Cc1ccccc1	-6	-7	-1.6	105	22	-2	2.5	1	0	8
CC(=O)N1CCOc2ccc(S(=O)(=O)N3CCN(c4cccc(C(F)(F)F)c4)CC3)cc21	-1	-4	-0.4	/	-5	-3	-0.4	-5	1	2
CCC(C)NS(=O)(=O)c1ccc(F)c(C(=O)Nc2c(F)cc(F)cc2Br)c1 (centres undefined)	2	4	-1.2	96	-2	-2	-0.9	-6	-2	6

Part of the list above, bar-delimited.
SMILES | RTF Ca sens act | V-ATPase pH | OPRM1-OPRD1 ag | Pemphigus Ab inh | Arr AP2 block | Wnt bcat act | C-LANA FP | Cardiac RTF inh | Keap1-Nrf2 PPI | MOR-DOR inv ag
CC(=O)N1CCOc2ccc(S(=O)(=O)N3CCN(c4cccc(C(F)(F)F)c4)CC3)cc21 | -1 | -4 | -0.4 | / | -5 | -3 | -0.4 | -5 | 1 | 2
O=C(CCN1C(=O)/C(=C/c2ccccc2F)SC1=S)N[C@@H](CO)Cc1ccccc1 | -6 | -7 | -1.6 | 105 | 22 | -2 | 2.5 | 1 | 0 | 8
CCOc1ccc(N(CC(=O)NCc2ccc(OC)cc2)S(=O)(=O)c2c(C)[nH]c(=O)[nH]c2=O)cc1 | -3 | -1 | -1.1 | 99 | 3 | -2 | -0.3 | 4 | 6 | 6
Cc1nc2ccccc2c(=O)n1/N=C/c1ccccc1O | 4 | 3 | -4.6 | 85 | -4 | 30 | 0.2 | 1 | 4 | 23
COc1cc(Cn2nnc3ccccc32)cc(Br)c1O | 2 | 1 | -3.3 | 99 | 15 | -1 | 0.1 | -2 | 1 | 15
O=C(/C=C/c1ccccc1Cl)OCC(=O)c1ccc[nH]1 | -1 | -1 | -0.9 | 99 | 1 | 9 | 0.8 | 5 | -1 | 4

Single records (already shown):
Shown for Nc1nc2c(s1)C(=O)CCC2 : RTF Ca sens act: 7; V-ATPase pH: 1; OPRM1-OPRD1 ag: -1.5; Pemphigus Ab inh: 106; Arr AP2 block: 7; Wnt bcat act: /; C-LANA FP: 0.3; Cardiac RTF inh: -4; Keap1-Nrf2 PPI: -4; MOR-DOR inv ag: 9
Shown for Cc1nc2ccccc2c(=O)n1/N=C/c1ccccc1O : RTF Ca sens act: 4; V-ATPase pH: 3; OPRM1-OPRD1 ag: -4.6; Pemphigus Ab inh: 85; Arr AP2 block: -4; Wnt bcat act: 30; C-LANA FP: 0.2; Cardiac RTF inh: 1; Keap1-Nrf2 PPI: 4; MOR-DOR inv ag: 23
